# HSF1 activator: HSF-1 activators, primary screen, NIH3T3-HGL cells, MG132 stress, luminescence, single point. NIH3T3-HGL HSF-1 luciferase reporter, 8 h; 100% = twice DMSO control signal. activation, % at 9 µM. actives 1.7% (n = 300,000);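 active = mean replicate activation of at least 50% with a set share of replicates each reaching 50%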;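 also: 0% = median of the neutral control wells and 100% = twice that signal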
# SKKanGAS inh: S. pyogenes SKKanGAS growth inhibitors in kanamycin, primary screen, streptokinase expression inhibitor project, SKKanGAS strain, BacTiter-Glo luminescence; inhibition, % at 7.5 µM; 6 h; actives 1.3% (n = 300,000);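 active = mean replicate score, as percent of positive control median, at least 50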;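 also: strain carries kanamycin resistance gene driven by streptokinase promoter and grows in 40 µg/ml kanamycin; loss of luminescence reflects streptokinase promoter inhibition or plain growth inhibition; 0% = median of DMSO wells and 100% = positive control at its reference dose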
# HSP90 refold inh: HSP90 inhibitors, primary screen, cell lysate, luminescence | actives 0.91% (n = 290,000) | Rabbit reticulocyte lysate, luciferase refolding luminescence, 3 h | inhibition, % at 5.6 µM;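 active = inhibition above the screen-wide mean plus 3 SD, computed separately per campaign, cut at about 16% in these data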;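 also: 0% = DMSO wells and 100% = 60 µM geldanamycin wells; inhibitors lower the luminescence because luciferase stays unfolded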
# KLF5 inh: KLF5 expression inhibitors, primary screen, DLD-1 cells, luminescence. DLD-1 KLF5 promoter-luciferase reporter. inhibition, % at 5 µM. actives 0.23% (n = 290,000). AID 1700, 2009;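 active = inhibition above a per-plate limit of that plate's mean compound inhibition plus 3 SD, cut at about 60% in these data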;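 also: 0% = DMSO wells and 100% = LY294002 at 200 µM; higher means less KLF5 promoter-driven luciferase light; inactives centre near -14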
# aSyn 5UTR inh: MLPCN primary screen, SNCA 5' untranslated region | alpha-synuclein 5'UTR reporter, inhibitor activity | inhibition, % (tested at 7.5 µM) | actives 0.82% (n = 300,000) | AID 1813, 2009; in the data active = inhibition above about 60%;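 also: H4 neuroglioblastoma cells stably carrying SNCA 5'UTR luciferase fusion; 0% = DMSO wells and 100% = positive control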
# AI-2 QS mod: Vibrio harveyi AI-2 quorum sensing modulators, primary screen, JMH597 strain, luminescence/OD600 ratio | Vibrio harveyi JMH597 AI-2 luminescence/OD600 ratio, 9 h; stronger effect = lower value; strain lacks LuxN and CqsS sensors; 0 = neutral-control median | activity change, % at 7.5 µM | actives 0.4% (n = 300,000); in the data active = activity change below about -75%, passing the limit was not always enough;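 also: luminescence divided by OD600 gain over 9 h not by final OD600 alone; inactives centre near 13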
# IEC-6 cytotox: cytotoxicity in IEC-6 intestinal epithelial cells, primary screen, cytotoxicity control for KLF5 inhibitor project, cell-based, luminescence; actives 0.78% (n = 290,000); IEC-6 cytotoxicity, luminescence viability; inhibition, % at 5 µM; in the data active = inhibition above about 22%;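 also: 0% = plate median of test compound wells and 100% = cytotoxic reference compound wells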
# Platelet DG rel: inhibitors of platelet dense granule secretion, primary screen, cell-based, MLPCN, human platelets | human platelet-rich plasma, SFLLRN dense granule ATP release, luminescence | inhibition, %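 (compounds screened at 7.5 µM in platelet-rich plasma)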 | actives 0.22% (n = 300,000) | AID 1663, 2009;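 active = mean replicate score, as percent of positive control, at or above 50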
# HSF1 inhib: HSF1 inhibitors in luciferase reporter cells, primary screen, cell-based, NIH3T3, luminescence. NIH3T3-HGL HSE-luciferase, MG132-induced, luminescence 8 h; stronger effect = lower value. activity change, negative = inhibition, % at 7.5 µM (by protocol). actives 0.77% (n = 300,000);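 active = more than half of replicate wells show activity change below -50%, luminescence cut by over half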;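 also: luciferase reports HSF-1 transcriptional activity via heat shock element; 0% = median of DMSO wells and -100% = zero luminescence signal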
# HIF activator: HIF pathway transcriptional activators, primary screen, cell-based, U2OS HRE-luciferase, luminescence; AID 1910, 2009; actives 0.32% (n = 300,000); U2OS HRE-luciferase reporter; normalized: DMSO 0%, desferrioxamine 100%; activation, % at 7.5 µM (by protocol);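 active = mean activation of at least 10% of the iron chelator positive control signal, with at least half of replicates also reaching 10%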
# Numbers without * were called inactive; x = no result given.
canonical_smiles	HSF1 activator	SKKanGAS inh	HSP90 refold inh	KLF5 inh	aSyn 5UTR inh	AI-2 QS mod	IEC-6 cytotox	Platelet DG rel	HSF1 inhib	HIF activator
Cc1cnc(C(=O)N2CCN(S(=O)(=O)c3ccc4ccccc4c3)CC2)cn1	-19.0	-1.0	-0.8	28.1	13.0	37.9	-2.5	-0.5	1.1	0.1
O=C(O)CNC(=O)CCN1C(=O)c2ccccc2C1=O	1.2	2.2	2.5	-12.1	-0.8	9.8	-1.7	4.9	-7.0	0.2
CCOC(=O)c1cccc(NC(=O)CSc2nc(N)cc(N)n2)c1	55.2*	1.2	-0.9	-33.7	7.7	16.5	1.3	-4.9	31.7	0.4
CCN1CCN(Cc2ccc(NC(=O)c3ccc(C)c(NC(=O)C4=NN(c5ccccc5)C(=O)C4)c3)cc2C(F)(F)F)CC1	2.9	0.7	x	x	18.9	14.9	x	0.7	-10.5	1.0
CN1CCCC1CCNc1ccc2sc3ccccc3c(=O)c2c1 (stereo not given)	-16.1	2.8	x	x	-114.0	-7.2	x	1.5	-11.2	2.0
CCOCC(=O)Nc1c(C)n(C)n(-c2ccccc2)c1=O	x	-2.8	0.2	2.5	2.3	8.4	1.8	0.6	x	-0.3
CCc1nnc(NC(=O)CSc2nnc(-c3cccnc3)n2CCc2ccccc2)s1	12.7	0.7	0.5	17.9	8.0	24.4	-1.0	4.6	-0.6	-0.2
O=C(Nc1ccc2c(c1)CCC2)c1ccc(Br)s1	71.0*	4.9	4.7	-160.1	-159.4	8.1	1.3	1.2	16.1	2.5
Nc1nc2nc(-c3ccc(F)cc3)cc(C(F)(F)F)n2n1	-3.8	-7.0	3.8	18.2	31.2	50.7	9.5	32.6	1.1	0.2
COc1ccc2c(c1)c(C(=O)O)c(C)n2-c1ccc(Cl)cc1	2.7	-6.6	-4.3	-36.9	-3.6	-13.6	-2.7	-2.1	-3.4	1.3
CCOC(=O)c1ccc(NC(=O)CC2S/C(=N/N=C3/NC(=O)CS3)NC2=O)cc1 (stereo not given)	-21.2	10.6	1.9	-7.9	7.1	30.2	-3.5	1.4	-8.3	-0.7
Cc1ccc(SC2=C(Sc3ccc(C)cc3)C(=O)c3ccccc3C2=O)cc1	12.8	32.7	7.3	-33.9	-12.6	8.3	0.4	-1.8	15.5	3.2
CCNC(=O)c1c(NC(=O)c2cc(-c3cc(C)ccc3O)n[nH]2)sc2c1CCCC2	14.1	82.3*	5.5	-30.8	14.1	22.8	-0.6	12.7	-9.7	0.6
CCN(CC)CCCNC(=O)CC1Oc2ccc(C)cc2NC1=O (stereo not given)	2.0	3.6	-0.8	-29.7	-26.0	10.0	-2.2	-7.5	4.9	0.0
OCC[C@@H]1C[C@H](O)[C@@H](O)[C@]2(CCCc3ccccc3O2)O1	-1.8	6.6	-4.3	14.5	16.1	23.5	-2.5	4.2	-3.8	-0.3
COP(C)(=O)c1c(C)nn(-c2ccccc2)c1C (stereo not given)	17.4	-13.9	0.8	-15.4	0.5	2.2	0.2	-8.5	-4.2	0.0
CCc1ccccc1N(CC(=O)NCc1ccco1)C(=O)CCC(=O)Nc1ccccn1	-76.5	-6.1	-1.7	1.6	4.1	12.1	2.2	9.3	-70.4*	0.5
O=C(NCCCNC(=O)c1ccc(Cl)cc1Cl)c1ccccn1	-15.3	0.6	1.2	-5.2	-2.0	17.0	0.1	2.4	1.7	0.5
COC(=O)c1sccc1NC(=O)c1c(Cl)cccc1Cl	-11.4	18.9	-4.5	-1.3	6.2	7.9	8.3	-9.6	-6.7	-2.7
O=C(C[n+]1ccccc1)N/N=C/c1cc(Br)ccc1O	-5.6	8.4	1.5	-28.0	-16.0	6.2	0.6	-7.9	-13.0	3.8
CCn1c(=O)c(-[n+]2ccccc2)c(O)c2ccccc21	10.0	0.2	0.2	-10.4	-4.4	-1.9	-1.8	3.4	1.1	0.9
CCN(CC)c1ccc(/C=N/OCC(=O)N2CCCc3ccccc32)cc1	18.4	-2.3	3.6	6.7	22.3	34.2	3.3	0.1	1.5	-0.5
O=S1(=O)N=C(N2CCN(Cc3ccccc3)CC2)c2ccccc21	-7.1	-3.3	-0.7	-4.7	-5.6	19.9	9.3	-2.8	4.0	-0.1
CC(C)(C)CN1C(N)=NC[C@@H]1Cc1ccc(O)cc1	2.8	0.6	x	x	10.2	17.3	x	1.0	1.5	-0.2
CCN(CC(=O)NC1CCCC1)S(=O)(=O)c1ccc(F)cc1	-11.9	-14.3	6.6	1.7	-2.1	-4.1	3.0	2.9	-6.4	0.7
CN(C)CCCN(C(=O)c1ccco1)c1nc(-c2ccc(Cl)cc2)cs1	19.6	17.2	0.2	-30.4	-74.8	13.8	-0.8	1.1	6.9	0.5
CCOC(=O)c1ccccc1NC(=O)CCNC(=O)Cn1cnc2ccccc2c1=O	11.2	-0.1	3.8	16.4	8.1	-0.1	3.0	13.4	-0.8	0.7
O=C(CNC1CCCCCC1)Nc1ccc(N2CCCC2)cc1	23.0	4.9	-3.4	-9.0	-3.7	47.6	-2.5	-3.3	-2.4	-0.2
O=C(NC(Cc1ccccc1)C(=O)NCCc1ccccn1)c1cccs1 (stereo not given)	-7.0	4.1	0.8	-1.1	9.5	9.0	-6.1	2.0	-0.9	-0.2
CCOC(=O)N1CCc2c(sc3c2c(=O)n(-c2ccc(CC)cc2)c(=O)n3CC(=O)NCC2CCCO2)C1 (stereo not given)	-19.6	-3.9	4.0	-1.9	29.6	-12.2	25.9*	5.6	5.1	-0.3
Cc1cc(C)c(OCC(=O)OCC(=O)N2CCN(C(=O)c3ccco3)CC2)c(C)c1	6.2	-1.5	x	x	8.1	9.6	x	-2.2	2.7	0.0
COc1ccccc1CNC(=O)Cc1c[nH]c2ccccc12	7.3	4.2	-1.3	8.6	22.2	10.2	-3.0	5.3	-1.9	0.0
CCOC(=O)CCC(=O)NNC(=O)COc1ccc(C(C)C)cc1Br	4.9	-3.1	-2.3	-41.1	-1.7	39.5	-1.6	4.3	-4.3	0.0
Cc1cc(C)nc(N2C(=O)CC(Cc3ccccc3)C2=O)n1 (stereo not given)	4.8	1.5	-2.9	-17.4	9.6	3.5	-4.5	3.7	-3.0	-0.2
O=C(NCCN1CCOCC1)c1ccc(F)cc1	-1.9	8.7	0.8	-40.4	25.8	34.9	1.2	-1.6	-1.4	0.3
Cc1cccc(Nc2nc(-c3ccccc3)c(C(=O)Nc3cccnc3)s2)c1	40.4	27.1	3.7	0.5	-142.9	20.6	6.5	3.7	27.1	0.6
Cc1[nH]c2ccccc2c1C(=O)C(=O)N1CCN(c2cccc(Cl)c2)CC1	5.0	5.9	1.5	-12.4	13.1	20.5	14.2	7.5	6.9	0.3
CCOC(=O)C1CCN(c2c(C(=O)c3ccccc3)cnc3ccc(Cl)cc23)CC1	1.0	7.8	0.8	6.6	5.7	27.3	2.4	-1.7	6.2	-0.3
O=[N+]([O-])c1cccc(N/N=C/c2ccc(N3CCOCC3)cc2)c1	29.8	-4.2	1.4	-111.2	-225.0	9.9	-3.1	-16.6	-0.6	1.9
O=C(CCCN1C(=O)/C(=C/c2ccccc2)SC1=S)NCCCn1ccnc1	-24.2	0.3	-0.7	-2.9	22.7	4.9	4.7	8.2	-2.2	-1.3
Cc1ccc(-c2cc(C(=O)N3CCN(c4ccccc4O)CC3)c3ccccc3n2)o1	18.3	23.5	-5.1	-91.6	-81.2	9.6	-0.1	43.6	21.6	1.5
COc1ccc(N2CC(NC(=O)c3cccc4ccccc34)CC2=O)cc1OC (stereo not given)	2.1	30.1	x	x	11.5	19.0	x	5.5	4.9	0.2
COc1ccc(NC(C)C(=O)Nc2ccc(C#N)cc2)cc1Cl (stereo not given)	-3.0	-6.6	2.3	-34.6	11.4	9.6	2.3	0.3	3.0	-0.5
COc1cccc(CNC(=O)C(C)n2nc(C)n3c(cc4occc43)c2=O)c1 (stereo not given)	2.2	-6.8	-4.1	-4.8	28.9	16.9	-6.3	6.4	3.2	0.5
C=Cn1cc[n+](CC(=O)c2ccc(OC)c(OC)c2)c1	-10.8	1.0	9.6	2.0	-29.4	-8.8	0.2	-2.0	-1.4	1.6
CCOCCCNC(=O)c1ccc2c(c1)ncn2C1CCCC1	23.3	10.4	-3.3	2.5	17.0	11.2	-1.8	-0.5	7.2	0.3
CN(CC(=O)NCc1ccccn1)S(=O)(=O)c1ccc(F)cc1	-2.4	0.5	1.3	-20.7	-1.2	7.2	7.9	-31.8	-8.5	-0.3
COC(=O)c1ccc(OC(=O)C2CSC3(C)CCC(=O)N23)cc1 (stereo not given)	4.6	-0.6	x	x	-7.1	11.0	x	x	-2.1	-0.1

# With a hit mark in HSF1 activator, of those listed so far:
SMILES	HSF1 activator	HSP90 refold inh	KLF5 inh	aSyn 5UTR inh	AI-2 QS mod	Platelet DG rel	HSF1 inhib
CCOC(=O)c1cccc(NC(=O)CSc2nc(N)cc(N)n2)c1	55.2*	-0.9	-33.7	7.7	16.5	-4.9	31.7
O=C(Nc1ccc2c(c1)CCC2)c1ccc(Br)s1	71.0*	4.7	-160.1	-159.4	8.1	1.2	16.1

# Next section.
canonical_smiles	HSF1 activator	SKKanGAS inh	HSP90 refold inh	KLF5 inh	aSyn 5UTR inh	AI-2 QS mod	IEC-6 cytotox	Platelet DG rel	HSF1 inhib	HIF activator
CN(c1ccccc1)S(=O)(=O)c1ccc(NC(=S)Nc2ccccc2)cc1	-38.8	-9.3	-1.1	23.6	-30.4	13.1	-0.4	0.5	-20.9	0.3
COC(=O)c1sc(S(=O)(=O)N2CCCCC2C(=O)O)c(C(=O)OC)c1C (stereo not given)	-33.9	-0.5	-6.2	-45.2	-3.2	12.4	1.0	3.5	-17.6	-0.8
CCOC(=O)CC(NC(=O)CCc1c(C)nc2ncnn2c1C)c1ccc(OC(C)C)cc1 (stereo not given)	-8.2	-3.0	-0.1	-6.8	13.9	18.9	2.8	18.4	-6.1	-0.1
CCCCNC(=O)c1cccc(NC(=O)C(=O)c2ccccc2NC(C)=O)c1	4.2	6.6	2.7	-24.8	-8.9	15.2	5.0	-3.8	2.4	0.5
C=CCn1c(SCC(=O)NC(=O)NC2CCCC2)nnc1C1CCCCC1	35.5	-7.1	8.1	-39.1	-5.4	18.6	-3.9	1.5	2.4	-0.1
CCc1ccc(-n2c(=O)c3c(C)c(C(=O)N(C)C)sc3n(CC(=O)NCC3CCCO3)c2=O)cc1 (stereo not given)	-4.5	-3.5	-4.3	11.2	18.1	16.3	1.2	-6.6	-5.8	1.4
CCc1ccc(NC(=O)c2sccc2-n2cccc2)cc1	53.2*	4.1	1.9	-48.5	-64.1	27.7	2.6	2.4	15.4	1.0
